Exocytosis inh = blocks lytic granule exocytosis; TALL-104 LAMP-1 surface exposure, flow cytometry; cells stimulated with thapsigargin and PMA; inhibition, % at 10 µM; 360,000 tested, 0.66% active; AID 651702;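 active = inhibition above about 55%, limit read from the data; inconclusive = no clear call, values can overlap the other calls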
NOD2 RIPK2 PPI = blocks binding of human NOD2 to RIPK2; 360,000 tested, 0.38% active; AID 624267; inhibition, % at 4.98 µM; CHO BLA complementation NOD2-RIPK2, CCF4 ratio; O43353; in the data active = inhibition above about 21%;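 also: 0% = vehicle only and 100% = reference blocker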
Target sequence (O43353 whole entry, looked up): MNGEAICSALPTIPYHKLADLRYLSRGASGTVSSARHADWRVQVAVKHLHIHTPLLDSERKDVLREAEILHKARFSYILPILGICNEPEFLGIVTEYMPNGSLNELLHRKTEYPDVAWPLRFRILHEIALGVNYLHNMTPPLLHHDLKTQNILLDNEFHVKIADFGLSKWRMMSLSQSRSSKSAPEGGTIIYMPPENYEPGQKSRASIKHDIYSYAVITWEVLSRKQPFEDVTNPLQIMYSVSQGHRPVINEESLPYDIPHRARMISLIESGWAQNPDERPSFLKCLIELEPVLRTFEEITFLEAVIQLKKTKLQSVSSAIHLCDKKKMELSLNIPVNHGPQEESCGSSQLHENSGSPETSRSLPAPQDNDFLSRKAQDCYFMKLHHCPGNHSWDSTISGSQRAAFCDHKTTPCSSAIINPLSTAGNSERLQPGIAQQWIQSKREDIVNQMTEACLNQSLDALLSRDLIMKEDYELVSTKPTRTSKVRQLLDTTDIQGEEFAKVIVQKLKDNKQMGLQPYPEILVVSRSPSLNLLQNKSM
Vif imaging = HIV Vif inhibition; AID 602346; HEK293T cells, Vif self-association by quenched fluorescence, imaging, 24 h; 340,000 tested, 0.35% active; inhibition, % at 7.49 µM; in the data active = inhibition above about 50%, passing the limit was not always enough; inconclusive = no clear call, values can overlap the other calls; inactive = below about 31%; also: some results filed as inactive read as strong as hits
aDG glyco up = increases alpha dystroglycan glycosylation. Pro5-aDG cells, alpha-DG glycosylation AlphaScreen (IIH6); 0% Pro5, 100% B10-LARGE cell signal. activation, % at 10 µM. 360,000 tested, 0.22% active. AID 624168;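 active = activation of at least 8% versus controls, or a plate z-score of at least 8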;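 also: Pro5 are CHO cells carrying HIG-tagged alpha-DG that lacks glycosylation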
ABCB6 inh MLPCN = inhibitors of human ABC transporter ABCB6; Q9NP58; K562-ABCB6 porphyrin accumulation, flow cytometry, 1 h; hits give low values; fluorescence ratio to DMSO, % at 10 µM; 360,000 tested, 0.19% active; AID 602162;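 active = fluorescence ratio to DMSO below 75%, the collection mean minus 3 SD; inconclusive = too few cells collected in the well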;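 also: signal is porphyrin accumulated inside mitochondria; 100% equals median channel fluorescence of DMSO control wells; lower ratio means ABCB6 inhibition with less porphyrin fluorescence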
ABHD5-PLIN5 inh = inhibitors of human ABHD5-perilipin-5 interaction | 360,000 tested, 0.78% active | Q00G26+Q8WTS1 | inhibition, % at 4 µM | Split G. princeps luciferase complementation, luminescence, 4 h;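 active = inhibition above the mean inhibition across every tested compound plus 3 SD, cut at about 22% in these data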;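 also: 0% = DMSO only wells and the 100% control is not disclosed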
MC4R barr agon = activates human MC4R beta-arrestin recruitment; AID 540308; 360,000 tested, 0.98% active; activation, % at 8.9 µM; U2OS MC4R beta-arrestin complementation, luminescence; percent of melanotan II response, DMSO zero; P32245;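 active = activation above a per-plate cutoff, the mean activation of sample wells on that plate plus 3 SD, cut at about 8% in these data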
Target sequence (P32245 whole entry, looked up): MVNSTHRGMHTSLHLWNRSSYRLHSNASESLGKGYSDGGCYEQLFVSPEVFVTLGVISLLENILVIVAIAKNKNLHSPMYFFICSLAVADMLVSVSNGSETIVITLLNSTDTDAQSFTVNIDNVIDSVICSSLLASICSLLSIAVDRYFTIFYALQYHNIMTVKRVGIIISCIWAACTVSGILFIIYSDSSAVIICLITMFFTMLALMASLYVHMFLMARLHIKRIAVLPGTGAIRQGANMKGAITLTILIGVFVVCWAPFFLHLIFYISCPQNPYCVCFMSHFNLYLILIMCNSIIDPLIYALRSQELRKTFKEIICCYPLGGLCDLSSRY
MC4R antagonist = human MC4R antagonism in cAMP assay; MC4R-expressing cells, MTII-stimulated cAMP, LANCE TR-FRET; inhibition, % at 6.5 µM; 360,000 tested, 0.48% active; P32245;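 active = inhibition above its plate's cutoff, the mean of tested wells on that plate plus 3 SD, cut at about 29% in these data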;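 also: 0% = Melanotan II alone and 100% = Melanotan II plus saturating MCL0020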
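Material – human MC4R-expressing U2OS cells · Repeats – no replicates · Detection – TR-FRET with Eu-cAMP and labeled anti-cAMP, 671 nm · Times – compound 30 min, challenge 1 h, detection 1 h · Compound – single nominal compound dose of 6.5 µM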
TLR9-MyD88 block = TLR9-MyD88 interaction inhibition; Q9NR96+Q99836; CHO BLA complementation TLR9-MyD88, CCF4 FRET ratio; inhibition, % at 4.98 µM; 340,000 tested, 0.21% active;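 active = inhibition above the mean over all tested compounds plus 3 SD, cut at about 21% in these data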;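 also: 0% = DMSO only wells and 100% = clavulanate BLA inhibitor control wells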
Glyco luc inh = N-linked glycosylation inhibition. AID 588692. D54 ERlucT glycosylation luciferase reporter, 24 h; percent of 100 nM tunicamycin response. reporter increase, % at 12.5 µM. 360,000 tested, 0.23% active;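 active = mean luciferase reporter signal, scaled so untreated is 0 and the glycosylation-blocking control 100, at or above a set limit in every replicate; inconclusive = mean reaches the limit but not every replicate does; inactive = mean below the limit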;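 also: luciferase carries N-glycosylation sites so blocking glycosylation raises the light; 0% = median of neutral control wells and 100% = median of 100 nM tunicamycin wells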
Numbers without * were called inactive; ? = inconclusive; . = no result given. An excerpt; the hit share may differ from the screen's.

Vif imaging	ABCB6 inh MLPCN	Glyco luc inh	MC4R antagonist	TLR9-MyD88 block	NOD2 RIPK2 PPI	ABHD5-PLIN5 inh	Exocytosis inh	MC4R barr agon	aDG glyco up	SMILES
-1.6	94.0	-4.7	-1.8	-12.7	-4.4	1.1	-11.3	-0.9	3.6	CCCCCCSc1cccc(-c2nc3cc(C)ccn3c2NC2CCCCC2)c1
.	99.0	-1.5	2.6	2.6	1.7	-5.4	-3.2	1.9	0.1	COC(=O)C(C)N(C(=O)c1cccc(Cl)c1)c1c(C)cccc1C (configuration not stated)
-14.2	96.0	-0.3	-3.4	13.4	0.7	-3.5	-10.1	0.4	0.0	COc1ccc(S(=O)(=O)N2CCC(NC(=O)c3ccccc3)CC2)cc1
-1.6	101.0	-1.0	-6.5	-5.5	-2.2	-0.6	-1.1	-0.6	-0.2	COc1ccc(C(=O)NCc2ccccn2)cc1[N+](=O)[O-]
7.3	94.0	-0.4	2.7	6.4	-5.2	0.5	0.0	-0.5	0.1	COc1ccccc1-c1nnc(SCc2ccccn2)n1C
12.0	103.0	-1.3	3.5	6.8	-0.2	0.8	-1.0	1.5	0.0	O=C(Nc1ccc(F)cc1F)c1ccccc1-c1ccccc1
-10.5	103.0	9.1	-2.7	2.2	-4.3	0.5	2.0	2.7	0.4	COc1ccc(OC)c(C(=O)CSc2nccc(-c3ccc(Br)cc3)n2)c1
8.1	96.0	-0.5	0.7	-2.0	-9.3	4.7	1.0	-0.6	-0.1	CCS(=O)(=O)N1CCN=C1SCc1ccc(F)cc1
-4.2	95.0	-0.3	2.5	16.0	-3.7	6.2	-7.3	-0.5	0.2	OC(CNCc1ccc(Cl)cc1)COc1ccccc1 (configuration not stated)
2.5	99.0	-0.3	0.3	-1.4	-2.4	4.0	1.5	2.6	2.9	CCN(CC(=O)Nc1ccccc1C(F)(F)F)C(=O)CCSc1ccc(F)cc1
-2.8	99.0	0.3	-2.2	2.9	2.1	7.6	2.3	-0.8	0.0	COc1ccc(CCN(Cc2cc3cccc(C)c3[nH]c2=O)C(=O)N2CCCC2)cc1OC
7.2	101.0	-0.4	8.6	-1.4	0.9	-10.9	-3.2	-1.9	0.2	COc1cccc(C2c3[nH]c4ccccc4c3C[C@H]3C(=O)N(c4ccccc4C(=O)N4CCC[C@H]4C(=O)O)C(=O)N23)c1 (some centres not stated)
-23.3	96.0	-0.1	-8.2	1.9	-9.0	0.6	0.7	-1.4	0.1	CCOC(=O)N1CCN(S(=O)(=O)c2ccc(OC)c3ccccc23)CC1
-13.2	102.0	1.7	17.9	-9.9	0.9	-2.6	-7.7	1.4	0.1	Cc1ccc(CNc2cc(C(=O)O)ccc2C)s1
22.0	103.0	1.4	4.7	13.0	-3.9	-6.0	57.0*	-0.4	0.1	Cn1nc(C(F)(F)F)c(/C=N/OC(=O)c2ccccc2)c1Cl
-3.7	97.0	1.1	5.7	-4.5	-7.8	4.8	-3.3	-2.2	0.4	Cc1ccc2c(N)[nH]nc2n1
3.7	91.0	-1.0	5.5	7.6	-4.2	-2.2	-0.9	0.8	0.0	O=C(COc1ccc(Cl)cc1Cl)OCC(=O)N1CCCc2ccccc21
-0.5	99.0	1.8	9.8	-2.1	2.9	-7.3	2.5	-1.3	0.1	Clc1ccc(N(CC2CO2)CC2CO2)cc1 (configuration not stated)
2.3	95.0	0.6	-2.4	-2.9	-2.8	-1.2	1.8	-3.3	0.2	CC(C)c1cc(CNC(=O)CC2C(=O)NCCN2CC2CCCCC2)on1 (configuration not stated)
3.9	91.0	2.3	-3.0	2.4	6.5	14.8	-9.2	0.1	0.4	CN(C)/C=C/C(=O)c1ccccc1
2.7	102.0	4.5	-7.6	-3.4	7.3	-6.8	2.2	-1.1	-0.1	O=C(NCCO)c1cccc2c1C(=O)c1ccccc1-2
.	101.0	3.3	13.6	-3.5	-11.4	0.1	-1.5	1.7	-0.2	CC(C)(O)C#Cc1ccc(C(=O)N2CCCC2C(=O)O)s1 (configuration not stated)
5.0	104.0	-1.4	2.2	-5.5	-7.0	0.4	-4.4	-1.1	0.2	CC(c1ccccc1)n1cnc2ccccc2c1=O (configuration not stated)
-4.5	102.0	2.6	-1.6	3.5	-7.0	10.1	1.1	1.7	0.3	O=[N+]([O-])c1ccc2c(c1)[nH]c(=S)n2-c1ccccc1
.	.	.	.	.	-2.4	5.0	-3.7	.	0.3	Cc1cccc(C)c1NC(=O)C1(C)CSCC(=O)N1CCc1ccccc1F (configuration not stated)
12.5	101.0	-1.7	18.0	0.9	-7.6	-3.3	-3.5	0.4	0.1	CC(=O)Nc1ccc(NC(=O)c2cccc(Oc3ccccc3)c2)cc1
-0.5	99.0	1.2	6.3	5.0	3.3	4.0	-3.0	-0.3	0.6	CCn1c(O)c(N=NC(=O)CNC(=O)c2ccco2)c2ccccc21
-29.9	95.0	-5.0	1.8	0.8	-11.3	0.3	2.3	-1.8	0.7	CCCNC(=O)c1ccc(N2CCC3(CC2)CC(c2ccc(Cl)cc2)=NO3)c([N+](=O)[O-])c1
8.3	100.0	2.3	11.6	-2.0	-8.6	-3.6	20.2	-1.9	0.4	Cc1ccc2ccc(S(=O)(=O)NCc3ccco3)cc2c1
-7.3	92.0	2.6	3.5	-19.0	-12.2	4.7	1.7	-1.9	0.0	COc1cccc(C2/C(=C(/O)c3ccc4c(c3)OCO4)C(=O)C(=O)N2CCN2CCOCC2)c1 (configuration not stated)
?	100.0	1.0	-1.2	-8.8	2.9	10.0	-0.8	-1.4	-0.1	O=c1cc(N2CCOCC2)c2ccccc2o1
0.7	103.0	-0.4	5.3	-6.9	-13.2	0.7	3.3	-1.0	-0.2	O=S(=O)(Nc1nnc(-c2ccccc2)s1)c1ccc(Cl)cc1
6.5	106.0	-1.8	-6.9	2.6	-5.3	7.4	2.9	-0.8	-0.4	CC(C)c1ccc(NC(=O)C2=CC=CN3CCS(=O)(=O)N=C23)cc1
-3.6	101.0	0.6	6.1	-4.8	-7.8	1.6	0.6	-2.8	0.2	C=CCn1c(SCc2nc3ccccc3c(=O)[nH]2)nnc1-c1cc2cc(Cl)ccc2o1
-10.4	87.0	24.3	0.4	6.0	-9.5	-2.8	34.0	-0.4	0.2	COc1ccc(-c2cc(-c3ccccc3)nc(N)n2)c(O)c1
-6.3	101.0	3.1	-2.5	9.2	-13.8	-2.3	0.8	-2.2	-0.2	CCN(CC(=O)Nc1c(F)cccc1F)C(=O)c1ccc2ncsc2c1
2.3	100.0	1.8	0.4	.	-2.9	-4.5	-3.1	-1.3	-0.3	CN1CCN(C(=O)c2cnc(Cc3c[nH]c4ccccc34)c(I)c2)CC1
7.2	99.0	0.0	2.3	3.9	6.8	-10.0	-6.5	-0.8	-0.1	O=C(NCCNC(=O)C(c1ccccc1)c1ccccc1)c1ccco1
2.9	103.0	-0.1	-1.3	9.7	-7.6	-4.9	1.3	-2.4	0.0	COc1cccc(OCc2cc(C(=O)N3CCN(C4CCCC4)CC3)no2)c1
-3.5	88.0	2.3	-3.3	3.0	-3.8	1.6	-3.8	-1.1	-0.1	OCC[C@@H]1C[C@@H](O)[C@H](O)[C@]2(CCc3ccccc3CO2)O1
-3.7	104.0	0.5	34.0*	12.4	-4.8	0.1	105.2*	-2.1	0.1	COc1cc(N=Nc2ccc(Br)cc2)cc(C=O)c1O
-1.3	97.0	1.6	26.1	3.7	-0.2	-0.1	7.4	0.6	0.3	Cc1ccc(S(=O)(=O)N2CCN(c3cc4c(cc3[N+](=O)[O-])n(C)c(=O)n4C)CC2)cc1
25.3	98.0	1.8	6.8	-12.6	-3.1	3.9	-6.9	-0.1	0.0	COC(=O)C1(C)NC(c2ccccc2C)C2C(=O)N(c3ccc(F)cc3)C(=O)C21 (configuration not stated)
-3.7	99.0	0.5	11.6	-5.4	4.8	-1.5	-0.1	-0.4	0.3	COc1ccccc1-c1n[nH]nc1C1=CC(=O)C[C@H](c2ccc(F)cc2)C1
.	100.0	-9.0	13.1	-8.9	-3.6	3.1	2.4	0.7	-0.1	Cn1c(CCN2CCOCC2)nc2cc(NS(=O)(=O)c3ccccc3)ccc21
2.1	84.0	-1.8	2.8	-7.5	4.0	4.2	1.5	-1.8	0.1	O=C1c2ccccc2C(=O)N1CCc1c[nH]c2ccccc12
-3.5	96.0	-1.6	-1.5	2.1	-9.9	-6.2	1.0	-1.0	0.2	COc1ccc(-c2cc(C(F)(F)F)nc(-n3cc(Cl)cn3)n2)cc1
-0.1	98.0	-0.2	-0.1	-1.9	-1.9	0.3	-2.3	-0.5	-0.1	O=c1c(C=NCC2CCCO2)c(-c2ccccc2)[nH]n1-c1ccc([N+](=O)[O-])cc1 (configuration not stated)

3 of the compounds above, with bars between the fields:
structure | Vif imaging | ABCB6 inh MLPCN | Glyco luc inh | MC4R antagonist | TLR9-MyD88 block | NOD2 RIPK2 PPI | ABHD5-PLIN5 inh | Exocytosis inh | MC4R barr agon | aDG glyco up
O=C1c2ccccc2C(=O)N1CCc1c[nH]c2ccccc12 | 2.1 | 84.0 | -1.8 | 2.8 | -7.5 | 4.0 | 4.2 | 1.5 | -1.8 | 0.1
COc1ccc(-c2cc(C(F)(F)F)nc(-n3cc(Cl)cn3)n2)cc1 | -3.5 | 96.0 | -1.6 | -1.5 | 2.1 | -9.9 | -6.2 | 1.0 | -1.0 | 0.2
O=c1c(C=NCC2CCCO2)c(-c2ccccc2)[nH]n1-c1ccc([N+](=O)[O-])cc1 (configuration not stated) | -0.1 | 98.0 | -0.2 | -0.1 | -1.9 | -1.9 | 0.3 | -2.3 | -0.5 | -0.1
